G9a block: inhibitors of human histone lysine methyltransferase G9a; Q96KQ7; G9a H3K9 monomethylation, AlphaScreen, 2 h; Potency, µM (top dose mostly 102 µM), inactives show at the top dose activity, negative = inhibition, actives largely listed as inhibitors; hit rate 8.8% among 350,000; note: potency is the fitted concentration of half-maximal effect; % is set by controls: 0 for no effect and ±100 for the full control effect; nearly all actives have a fitted effect of over 75% in size
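Chemiluminescent proximity detection of H3K9 monomethylation, read after 10 min bead incubation in the dark. Reaction: 20 nM G9a, 500 nM biotin-H3K9 peptide, 20 uM SAM cofactor, 2 h, room temperature, following 15 min enzyme-compound preincubation.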
POLH inh: blocks human DNA polymerase eta activity | Q9Y253 | recombinant Pol eta, fluorescent DNA replication assay | Potency, µM (series often up to 114 µM), for the others: at the highest dose activity change, negative = inhibition, actives largely listed as inhibitors | hit rate 1.2% among 390,000; note: potency is the fitted concentration of half-maximal effect; % is set by controls: 0 for no effect and ±100 for the full control effect
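Pol eta at 10 nM preincubated with compounds 15 min at room temperature; reaction started with fluorescent substrate (50 nM final) and read kinetically at 0 and 10 min.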
GLS inhibitor: inhibitors of human glutaminase (GLS); Potency, µM (top dose mostly 45.5 µM), for inactives: at the highest dose activity change, negative = inhibition, hits mostly inhibitors; hit rate 0.21% among 410,000; GLS enzymatic activity, qHTS titration; note: potency is the fitted concentration of half-maximal effect; % is set by controls: 0 for no effect and ±100 for the full control effect
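hKGA; 45 mM KH2PO4 pH 8.2 + 0.02% Tween-20; cpd via pin tool; 1 mM Gln soln; GluOx/HRP/Amplex Red; RT 30 min; fluor. t0 & final.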
BAZ2B inh: BAZ2B (human) inhibition. hit rate 4.4% among 360,000. Potency, µM (doses to about 114 µM), without a hit: at the top dose activity change, negative = inhibition, most hits filed as inhibitors. AID 504333. AlphaScreen BAZ2B-H3K14Ac peptide displacement; note: potency is the fitted concentration of half-maximal effect; % is set by controls: 0 for no effect and ±100 for the full control effect; nearly all actives have a fitted effect of over 60% in size
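AlphaScreen luminescence quantifies BAZ2B engagement of H3K14Ac peptide; the protein and biotinylated peptide are both at 50 nM final, buffer PBS pH 7.4 with 0.01% Tween-20, all steps at room temperature.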
JMJD2A Tudor inh: inhibitors of human JMJD2A Tudor domain. Potency, µM (titrated, usually from 114 µM), without a hit: at the top dose activity change, negative = inhibition, usual class: inhibitors. hit rate 4.4% among 390,000. O75164. AID 504339. AlphaScreen JMJD2A-Tudor / H3K4me3 peptide binding; note: potency is the fitted concentration of half-maximal effect; % is set by controls: 0 for no effect and ±100 for the full control effect; nearly all actives have a fitted effect of over 50% in size
HP1b chromo inh: HP1-beta chromodomain-methylated histone interaction inhibition; P83916; AlphaScreen HP1-beta / biotin-H3K9me3 peptide binding; Potency, µM (series often up to 114 µM), without a hit: at the top dose activity change, negative = inhibition, actives largely listed as inhibitors; hit rate 0.56% among 390,000; note: potency is the fitted concentration of half-maximal effect; nearly all actives have a fitted effect of over 70% in size; inactives centre near 23
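Compound inhibition of the preformed complex between 50 nM HP1-beta and 50 nM biotinylated H3K9me3 peptide was read by AlphaScreen. Buffer was PBS pH 7.4 with 0.01% Tween-20. Incubations ran 30 min at room temperature, with 10 ug/mL donor/acceptor beads.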
Tb PGK inh: T. brucei PGK inhibition | Potency, µM (titrated, usually from 57.5 µM), for inactives: at the highest dose activity change, negative = inhibition, hits mostly inhibitors | PGK/GAPDH coupled, Kinase-Glo luminescence, 60 min | AID 602233 | P07378 | hit rate 0.043% among 380,000; note: potency is the fitted concentration of half-maximal effect; % is set by controls: 0 for no effect and ±100 for the full control effect; nearly all actives have a fitted effect of over 60% in size
Target sequence (P07378 whole entry, looked up): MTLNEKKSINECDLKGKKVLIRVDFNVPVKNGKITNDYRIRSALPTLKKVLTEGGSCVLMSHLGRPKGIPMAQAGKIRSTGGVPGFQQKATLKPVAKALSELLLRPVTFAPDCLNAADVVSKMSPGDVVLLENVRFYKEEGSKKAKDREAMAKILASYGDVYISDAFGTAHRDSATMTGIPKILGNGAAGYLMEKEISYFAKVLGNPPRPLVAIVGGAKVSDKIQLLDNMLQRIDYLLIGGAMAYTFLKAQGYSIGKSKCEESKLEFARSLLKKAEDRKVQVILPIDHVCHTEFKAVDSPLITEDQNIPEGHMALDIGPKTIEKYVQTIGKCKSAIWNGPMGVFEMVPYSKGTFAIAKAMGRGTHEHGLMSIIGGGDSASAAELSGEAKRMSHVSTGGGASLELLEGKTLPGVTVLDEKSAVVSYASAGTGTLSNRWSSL
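Luminescent ATP detection (Kinase-Glo Plus) follows a 60-minute room-temperature incubation, with wells lacking PGK as controls. Buffer: 100 mM TEA (pH 7.6), 5 mM MgCl2, 0.01% Tween-20. Coupling enzyme GAPDH (100 nM final) supplies unstable 1,3-BPG in-well.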
PI4K2A inh: PI4K2A (human) kinase inhibition. activity change, negative = inhibition, % at 76.9 µM. Q9BTU6. purified PI4K2A, ADP-Glo luminescence, 1 h; hits give low values. hit rate 0.13% among 420,000; in the data active = activity change below about -50%; inconclusive = mostly about -30% to -49%;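 note: -100% = wells without enzyme as full effect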
Target sequence (Q9BTU6 whole entry, looked up): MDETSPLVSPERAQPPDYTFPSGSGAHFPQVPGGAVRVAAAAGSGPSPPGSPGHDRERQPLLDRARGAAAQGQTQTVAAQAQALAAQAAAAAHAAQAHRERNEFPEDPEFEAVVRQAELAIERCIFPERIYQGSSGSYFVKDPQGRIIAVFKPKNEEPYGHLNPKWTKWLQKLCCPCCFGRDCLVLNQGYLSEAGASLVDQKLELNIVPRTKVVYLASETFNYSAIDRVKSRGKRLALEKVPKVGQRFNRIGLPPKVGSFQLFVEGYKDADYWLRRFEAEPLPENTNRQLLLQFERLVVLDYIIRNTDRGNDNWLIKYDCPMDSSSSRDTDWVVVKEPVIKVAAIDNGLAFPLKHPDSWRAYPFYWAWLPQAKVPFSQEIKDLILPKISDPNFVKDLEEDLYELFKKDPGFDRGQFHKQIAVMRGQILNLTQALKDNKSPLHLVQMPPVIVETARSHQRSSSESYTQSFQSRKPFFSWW
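PI4K2A activity was measured by ADP-Glo luminescence: enzyme (4 ug/mL stock) and phosphatidylinositol (1.2 mM stock) in Tris pH 7.5/MgCl2/EGTA/Triton X-100 buffer were reacted with ATP (300 microM stock) for one hour at ambient temperature.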
Pin1 inh: human Pin1 inhibition; Q13526; Pin1 FP peptide displacement, HiFluor488, 10 min; Potency, µM (doses to about 115 µM), for the others: at the top dose activity, negative = inhibition, actives largely listed as inhibitors; hit rate 0.009% among 390,000; active = well fitted inhibition curve with a large enough effect in the polarisation, with a control signal flat, not every such curve was filed as active; inconclusive = small, poorly fitted or top-dose-only effect, or effect the other way, or a change in a side signal; inactive = no such curve, though single readings can be large or run the other way; the % refers to the polarisation; note: potency is the fitted concentration of half-maximal effect; % is set by controls: 0 for no effect and ±100 for the full control effect
Target sequence (Q13526 whole entry, looked up): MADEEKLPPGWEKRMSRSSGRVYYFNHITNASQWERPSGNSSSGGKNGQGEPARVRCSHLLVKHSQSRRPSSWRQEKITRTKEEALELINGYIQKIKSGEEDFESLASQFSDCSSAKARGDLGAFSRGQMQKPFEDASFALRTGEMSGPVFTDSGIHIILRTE
An asterisk follows results filed as active; & = joins results of further samples; [ ] = dose if it differs, or a comment. Unless noted, calls come from the whole dose curve; as a rule, active = well fitted curve in the direction sought with a large enough effect; inconclusive = small, poorly fitted or top-dose-only effect, or another doubt; inactive = no such curve, though single readings can be large; an effect the other way counts as inactive or inconclusive.

How did CCOC(=O)c1ccc(N2C(=O)CC(N3CCC(C#N)(c4ccccc4)CC3)C2=O)cc1 (stereo not drawn) do in these assays?
G9a block: inconclusive; POLH inh: -20%; GLS inhibitor: -8%; BAZ2B inh: 11%; JMJD2A Tudor inh: 6%; HP1b chromo inh: 60%; Tb PGK inh: -7%; PI4K2A inh: 1; Pin1 inh: -1%

What do the screens show for `O=C(c1cccn2c(=O)c3ccccc3nc12)N1CCC2(CC1)OCCO2`?
G9a block: -23%; POLH inh: -14%; GLS inhibitor: -2%; BAZ2B inh: 8%; JMJD2A Tudor inh: 0%; HP1b chromo inh: 19%; Tb PGK inh: -3%; PI4K2A inh: -2; Pin1 inh: -4%

How did CCN(CC)P(=O)(Nc1ccc([N+](=O)[O-])cc1)c1c(C)nn(CCC#N)c1NC(=O)c1ccc(Cl)cc1Cl (stereo not drawn) do in these assays?
G9a block: -4%; POLH inh: -10%; GLS inhibitor: 4%; BAZ2B inh: inconclusive; JMJD2A Tudor inh: -8%; HP1b chromo inh: 13%; Tb PGK inh: 4%; PI4K2A inh: -9; Pin1 inh: 2%

How did CN(C)C(=O)Oc1ccc(Cl)c2ccccc12 do in these assays?
G9a block: -39%[12.7 µM]; POLH inh: 3%; GLS inhibitor: 7%; BAZ2B inh: -5%; JMJD2A Tudor inh: 13%; HP1b chromo inh: 64%[activator]; Tb PGK inh: -9%; PI4K2A inh: 4; Pin1 inh: -4%

Results for CCNc1ccc(P(=S)(N(C)C)N(C)C)cc1 ?
G9a block: 3%[12.7 µM]; POLH inh: -13%; GLS inhibitor: 3%; BAZ2B inh: -5%; JMJD2A Tudor inh: -13%; HP1b chromo inh: 33%[activator]; Tb PGK inh: inactive; PI4K2A inh: 6; Pin1 inh: -1%

Results for CN1CCN(CCC(=O)OC2CC3CCC(C2)N3C)CC1 (stereo not drawn) ?
G9a block: inconclusive; POLH inh: -12%; GLS inhibitor: 6%; BAZ2B inh: 4%; JMJD2A Tudor inh: -7%; HP1b chromo inh: 21%; Tb PGK inh: -5%; PI4K2A inh: 3; Pin1 inh: -5%

What do the screens show for `O=C(COC(=O)CCc1c[nH]c2ccccc12)Nc1ccc([N+](=O)[O-])cc1`?
G9a block: -1%[59 µM]; POLH inh: -23%; GLS inhibitor: 0%; BAZ2B inh: inconclusive; JMJD2A Tudor inh: -12%; HP1b chromo inh: 2%; Tb PGK inh: 3%; PI4K2A inh: -1; Pin1 inh: -4%

How did C=CCn1c(O)c(C(C)=Nc2ccc(C(=O)OCC)cc2)c(=O)[nH]c1=O do in these assays?
G9a block: inconclusive; POLH inh: -13%; GLS inhibitor: -1%; BAZ2B inh: 79µM*; JMJD2A Tudor inh: 5%; HP1b chromo inh: 30%; Tb PGK inh: 2%; PI4K2A inh: -1; Pin1 inh: 1%

What do the screens show for `CC(CCc1ccccc1)NC(C)C(O)c1ccc(O)cc1` (stereo not drawn)?
G9a block: 5%[59 µM]; POLH inh: -1%; GLS inhibitor: 7%&-3%; BAZ2B inh: -2%; JMJD2A Tudor inh: -16%; HP1b chromo inh: 17%; Tb PGK inh: -8%; PI4K2A inh: -2&-1&-4; Pin1 inh: -13%

Results for OC(CN1CC=C(c2ccccc2)CC1)c1ccccc1 (stereo not drawn) ?
G9a block: inconclusive; POLH inh: -10%; GLS inhibitor: 3%; BAZ2B inh: -2%; JMJD2A Tudor inh: -18%; HP1b chromo inh: 25%; Tb PGK inh: -4%; PI4K2A inh: 0; Pin1 inh: -3%

How did COc1ccccc1N1CCN(Cc2c(F)cccc2Cl)CC1 do in these assays?
G9a block: inconclusive; POLH inh: -1%; BAZ2B inh: inconclusive; JMJD2A Tudor inh: 3%; HP1b chromo inh: 29%; Tb PGK inh: 0%; PI4K2A inh: 1; Pin1 inh: 0%

How did O=C1NC(=O)N(c2ccc3c(c2)OCO3)C(=O)/C1=C/c1ccc(N2CCCC2)o1 do in these assays?
G9a block: inconclusive; POLH inh: inconclusive; GLS inhibitor: 3%; BAZ2B inh: -35%; JMJD2A Tudor inh: -2%; HP1b chromo inh: 24%; Tb PGK inh: 1%; PI4K2A inh: -1; Pin1 inh: inconclusive

Results for Cc1cc(OC(C)C(=O)NCc2ccncc2)c2c3c(c(=O)oc2c1)CCCC3 (stereo not drawn) ?
G9a block: -2%[59 µM]; POLH inh: 5%; GLS inhibitor: 10%; BAZ2B inh: -14%; JMJD2A Tudor inh: -9%; HP1b chromo inh: 21%; Tb PGK inh: -5%; PI4K2A inh: 6; Pin1 inh: 1%

What do the screens show for `O=P(NS(=O)(=O)c1ccc(Cl)cc1)(Oc1ccccc1)Oc1ccccc1`?
G9a block: inconclusive; POLH inh: 14%; GLS inhibitor: 13%; BAZ2B inh: -26%; JMJD2A Tudor inh: -7%; HP1b chromo inh: 3%; PI4K2A inh: -14; Pin1 inh: 0%

How did Cc1ccc(NC(=O)CN2C(=O)CN=C(c3ccccc3)c3ccccc32)cc1 do in these assays?
G9a block: -3%[59 µM]; POLH inh: 3%; GLS inhibitor: -1%; BAZ2B inh: -9%; JMJD2A Tudor inh: -18%; HP1b chromo inh: 23%; Tb PGK inh: -5%; PI4K2A inh: -1; Pin1 inh: 0%

How did C=CCC1(CCCCC)C(=O)NC(=S)NC1=O do in these assays?
POLH inh: -13%; GLS inhibitor: 5%; JMJD2A Tudor inh: -20%; HP1b chromo inh: 21%; Tb PGK inh: -2%; PI4K2A inh: 4; Pin1 inh: -11%

Results for C[C@@H]1CN([C@H](C)CO)C(=O)CCCn2cc(nn2)CO[C@H]1CN(C)C(=O)Oc1ccc2ccccc2c1 ?
POLH inh: -11%; GLS inhibitor: -1%; Tb PGK inh: -1%; PI4K2A inh: -10

Results for COc1ccc(CC(=O)NC(=S)NNC(=O)COc2c(C)cccc2C)cc1 ?
G9a block: 1.1µM*; POLH inh: 1%; GLS inhibitor: 27%; BAZ2B inh: 8%; JMJD2A Tudor inh: 16µM*; HP1b chromo inh: inconclusive; Tb PGK inh: -7%; PI4K2A inh: 3; Pin1 inh: 1%

How did Cc1ccc(-n2c(O)c(/C=C/C=Nc3ccccc3)c(=O)[nH]c2=O)cc1 do in these assays?
G9a block: inconclusive; POLH inh: inconclusive; GLS inhibitor: 13%; BAZ2B inh: -4%; JMJD2A Tudor inh: -28%; HP1b chromo inh: 35%; Tb PGK inh: -3%; PI4K2A inh: -2; Pin1 inh: inconclusive

Results for CC1CCCCN1Cc1ccc(Cl)nc1 (stereo not drawn) ?
G9a block: 5%; POLH inh: -21%; GLS inhibitor: 1%; BAZ2B inh: -2%; JMJD2A Tudor inh: -8%; HP1b chromo inh: 19%; Tb PGK inh: -6%; PI4K2A inh: 11; Pin1 inh: -10%

Sorted by heavy-atom count (descending): some entries from above
How did C=CCn1c(O)c(C(C)=Nc2ccc(C(=O)OCC)cc2)c(=O)[nH]c1=O do in these assays?
G9a block: inconclusive; POLH inh: -13%; GLS inhibitor: -1%; BAZ2B inh: 79µM*; JMJD2A Tudor inh: 5%; HP1b chromo inh: 30%; Tb PGK inh: 2%; PI4K2A inh: -1; Pin1 inh: 1%

Results for CN1CCN(CCC(=O)OC2CC3CCC(C2)N3C)CC1 (stereo not drawn) ?
G9a block: inconclusive; POLH inh: -12%; GLS inhibitor: 6%; BAZ2B inh: 4%; JMJD2A Tudor inh: -7%; HP1b chromo inh: 21%; Tb PGK inh: -5%; PI4K2A inh: 3; Pin1 inh: -5%

How did C=CCC1(CCCCC)C(=O)NC(=S)NC1=O do in these assays?
POLH inh: -13%; GLS inhibitor: 5%; JMJD2A Tudor inh: -20%; HP1b chromo inh: 21%; Tb PGK inh: -2%; PI4K2A inh: 4; Pin1 inh: -11%

The list continues:
Results for O=c1c2ccccc2nc(/C=C/c2cccc3ccccc23)n1-c1ccc(Cl)cc1 ?
G9a block: 2%[59 µM]; POLH inh: -22%; GLS inhibitor: -1%; BAZ2B inh: 0%; JMJD2A Tudor inh: -5%; HP1b chromo inh: 50%[activator]; Tb PGK inh: -10%; PI4K2A inh: 0; Pin1 inh: -12%

What do the screens show for `O=c1[nH]c(O)c(Cc2ccc3c(c2)OCO3)c(=O)[nH]1`?
G9a block: 3%; POLH inh: -19%; GLS inhibitor: 0%; BAZ2B inh: 0%; JMJD2A Tudor inh: -12%; HP1b chromo inh: 1%; Tb PGK inh: -1%; PI4K2A inh: -2; Pin1 inh: 2%

How did O=C(c1ccc(F)cc1)C(Cc1ccccc1)N1CCCCC1 (stereo not drawn) do in these assays?
G9a block: 0%; POLH inh: 11%; GLS inhibitor: 2%; BAZ2B inh: 16%; JMJD2A Tudor inh: 0%; HP1b chromo inh: 9%; Tb PGK inh: -6%; PI4K2A inh: 6; Pin1 inh: -11%

What do the screens show for `O=c1[nH]c(O)c(C=Nc2cc(F)cc(F)c2)c(=O)[nH]1`?
G9a block: inconclusive; POLH inh: 1%; GLS inhibitor: 1%; BAZ2B inh: 7%; JMJD2A Tudor inh: -6%; HP1b chromo inh: 18%; Tb PGK inh: 0%; PI4K2A inh: -5; Pin1 inh: -1%

Results for COc1ccc(CC2c3cc(OC)c(OC)cc3CCN2C)cc1O (stereo not drawn) ?
G9a block: 20%; POLH inh: -6%; GLS inhibitor: 34%[activator]; BAZ2B inh: 3%; JMJD2A Tudor inh: 0%; HP1b chromo inh: 30%; Tb PGK inh: 0%; PI4K2A inh: 0; Pin1 inh: -4%

Some of the compounds tested, so the mix of outcomes need not match the whole.
